Nrf2 activator: activators of Nrf2 (ARE) signaling; AREc32 ARE-luciferase reporter (MCF7-derived line), luminescence, 24 h; Potency, µM (doses to about 46.1 µM), for the others: top-dose activation, actives largely listed as activators; actives 0.31% (n = 410,000); note: % of control where 0% means no effect; nearly all actives have a fitted effect of over 65% in size
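Cells of the AREc32 ARE-luciferase line are plated in OPTI-MEM containing 5% FBS and left overnight at 37 deg C. Compounds are pinned in, incubation continues 24 hr, and firefly luciferase signal is then measured.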
Nrf2 block: blocks Nrf2 signaling | AID 504444 | Potency, µM (series often up to 46 µM), inactives show at the top dose activity change, negative = inhibition, most hits filed as inhibitors | actives 2.1% (n = 360,000) | A549 ARE-Fluc reporter, luciferase luminescence, 18-24 h; note: % is set by controls: 0 for no effect and ±100 for the full control effect; nearly all actives have a fitted effect of over 60% in size
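Concentration-response testing used A549 ARE_Fluc cells at 5000 cells/well. Following an 18-24 h compound incubation, viability was read by fluorescence (Ex 405/Em 525) and luciferase output by luminescence.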
MCF10A rerep: inducers of DNA re-replication in MCF 10A breast cells | MCF 10A DNA re-replication, Hoechst nuclear intensity, 48 h | Potency, µM (series often up to 46.1 µM), for inactives: at the highest dose activity, positive = re-replication, most hits filed as activators | actives 2.9% (n = 350,000) | AID 624296; note: % of control where 0% means no effect; nearly all actives have a fitted effect of over 50% in size
HepG2 viability: kills HepG2 cells in TGF-b inhibitor counter-screen | HepG2 CAGA-GFP viability, ATP luminescence, 18 h | Potency, µM (series often up to 46.1 µM), for inactives: at the highest dose activity change, negative = cytotoxicity, most hits filed as cytotoxic | actives 0.76% (n = 410,000) | AID 588856; note: some results filed as inactive show a strong effect at the top dose
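CellTiter-Glo luminescence gave cytotoxicity after 18 hours at 37 degrees C. The cells were HepG2 CAGA-GFP in 1% FBS DMEM, stimulated with 500 pg/mL TGF-beta after compound addition. %Activity was normalised to no-cell wells (complete cell-killing) and DMSO (no toxicity), and curves were fitted and classified.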
ATXN viability: cell viability loss in ATXN counter-screen. S2 cells (HEK-293 line with an ATXN2-luciferase reporter) viability, CellTiter-Fluor protease fluorescence, 24 h. Potency, µM (doses to about 56.7 µM), usual class: cytotoxic. actives 0.49% (n = 400,000). AID 651635; note: nearly all actives have a fitted effect of over 40% in size
A549 viability: counter-screen for Nrf2 inhibitors: cytotoxicity in A549 cells. A549 ARE-Fluc cells, CellTiter-Fluor viability, 18-24 h. Potency, µM (top dose mostly 46 µM), without a hit: at the top dose activity change, negative = cytotoxicity, usual class: inhibitors. actives 0.16% (n = 390,000); note: % is set by controls: 0 for no effect and ±100 for the full control effect
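Cytotoxicity counterscreen: CellTiter-Fluor fluorescence was measured in A549 ARE_Fluc cells after 18-24 h of compound exposure in a concentration series. The subsequent BugLite luminescent read reports ARE-luciferase activity.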
ATXN2 expr inh: inhibitors of ATXN2 expression | HEK-293 ATXN2-luciferase reporter, luminescence, 24 h | Potency, µM (series often up to 57 µM), for the others: top-dose activity change, negative = inhibition, most hits filed as inhibitors | actives 0.72% (n = 360,000) | AID 1745845; note: % is set by controls: 0 for no effect and ±100 for the full control effect; nearly all actives have a fitted effect of over 55% in size
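qHTS (up to 57 uM final) was run with 24 h compound exposure of reporter cells at 37 °C. Each well was multiplexed: SteadyGlo luminescence measured ATXN2-luciferase expression after a fluorogenic Gly-Phe-AFC viability readout (25 uM final).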
EPAC2 antag: blocks human EPAC2 exchange factor. Q8WZA2. EPAC2 GEF exchange of Rap1B-BODIPY-GDP, fluorescence. Potency, µM (doses to about 114 µM), for inactives: at the highest dose activity, negative = inhibition, usual class: inhibitors. actives 0.18% (n = 360,000); note: % is set by controls: 0 for no effect and ±100 for the full control effect; nearly all actives have a fitted effect of over 45% in size; many of its hits are not listed in these tables
Target sequence (Q8WZA2 whole entry, looked up): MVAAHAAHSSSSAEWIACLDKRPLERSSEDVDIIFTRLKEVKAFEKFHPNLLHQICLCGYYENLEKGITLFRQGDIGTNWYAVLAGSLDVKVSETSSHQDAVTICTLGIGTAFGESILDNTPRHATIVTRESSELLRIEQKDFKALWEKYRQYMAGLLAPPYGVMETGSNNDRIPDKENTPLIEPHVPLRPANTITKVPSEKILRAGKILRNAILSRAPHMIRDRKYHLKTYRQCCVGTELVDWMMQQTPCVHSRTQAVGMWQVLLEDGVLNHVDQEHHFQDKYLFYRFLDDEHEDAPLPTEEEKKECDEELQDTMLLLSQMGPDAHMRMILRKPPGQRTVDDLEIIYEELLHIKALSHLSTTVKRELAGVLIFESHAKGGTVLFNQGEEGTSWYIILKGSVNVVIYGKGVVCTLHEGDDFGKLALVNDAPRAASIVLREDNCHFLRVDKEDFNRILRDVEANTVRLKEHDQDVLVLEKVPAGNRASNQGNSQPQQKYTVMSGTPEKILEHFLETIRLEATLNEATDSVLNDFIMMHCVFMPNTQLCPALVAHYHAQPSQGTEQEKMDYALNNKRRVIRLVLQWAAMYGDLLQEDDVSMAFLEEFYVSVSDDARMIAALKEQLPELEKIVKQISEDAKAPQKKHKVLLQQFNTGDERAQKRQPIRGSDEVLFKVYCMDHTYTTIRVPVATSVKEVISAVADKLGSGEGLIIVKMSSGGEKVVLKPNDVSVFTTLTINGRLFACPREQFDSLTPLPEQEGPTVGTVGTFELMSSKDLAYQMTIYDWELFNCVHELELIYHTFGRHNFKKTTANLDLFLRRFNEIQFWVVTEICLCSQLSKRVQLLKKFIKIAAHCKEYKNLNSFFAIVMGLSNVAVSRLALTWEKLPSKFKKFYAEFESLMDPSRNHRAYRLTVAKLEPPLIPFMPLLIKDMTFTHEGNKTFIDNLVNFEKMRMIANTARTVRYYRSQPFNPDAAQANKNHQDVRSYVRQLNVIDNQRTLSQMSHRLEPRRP
TGFb SMAD3 inh: blocks TGF-b signaling | AID 588855 | actives 1.2% (n = 410,000) | Potency, µM (top dose mostly 46.1 µM), without a hit: at the top dose activity, negative = inhibition, most hits filed as inhibitors | HepG2 CAGA-GFP TGF-b/SMAD3 reporter, GFP fluorescence, 18 h; TGF-beta stimulated, 500 pg/mL final; note: % is set by controls: 0 for no effect and ±100 for the full control effect; nearly all actives have a fitted effect of over 65% in size
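GFP signal (ex488/em500-530) from TGF-beta-stimulated HEPG2 CAGA-GFP cells, 500 pg/mL final, 18 h at 37 degrees C in DMEM plus 1% FBS, normalized to unstimulated and DMSO-stimulated controls.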
An asterisk follows results filed as active; i = inactive; ? = inconclusive; / = no result given; [ ] = dose if it differs, or a comment. Calls come from the whole dose curve; as a rule, active = well fitted curve in the direction sought with a large enough effect; inconclusive = small, poorly fitted or top-dose-only effect, or another doubt; inactive = no such curve, though single readings can be large; an effect the other way counts as inactive or inconclusive. Potency is the fitted concentration of half-maximal effect.

Sample of the layout (three entries):
Fields: Nrf2 activator, Nrf2 block, MCF10A rerep, HepG2 viability, ATXN viability, A549 viability, ATXN2 expr inh, EPAC2 antag, TGFb SMAD3 inh
C=CCN=C1SC(C)(C)C(=O)N1S(=O)(=O)c1ccc(C)cc1
  -0.1%, -10.7%, -16.4%, -1.5%, i, -4.1%, 6.3%, -12.6%, 7.5%
Cc1nnc(NC(=O)CC(CN(C)S(=O)(=O)c2ccccc2)c2ccccc2)s1 (configuration not stated)
  0.6%, -21.4%, 1.4%, -5.4%, i, 0.7%, 7.4%, -0.3%, -1.1%
O=C1NC(=O)C(c2ccccc2)(c2ccccn2)N1 (configuration not stated)
  -0.1%, 2.7%, -15.8%, 4.7%, i, -1.4%, 4.2%, 0.8%, -3.3%

Results, from the start:
Fields: Nrf2 activator, Nrf2 block, MCF10A rerep, HepG2 viability, ATXN viability, A549 viability, ATXN2 expr inh, EPAC2 antag, TGFb SMAD3 inh
C=CCN=C1SC(C)(C)C(=O)N1S(=O)(=O)c1ccc(C)cc1
  -0.1%, -10.7%, -16.4%, -1.5%, i, -4.1%, 6.3%, -12.6%, 7.5%
Cc1nnc(NC(=O)CC(CN(C)S(=O)(=O)c2ccccc2)c2ccccc2)s1 (configuration not stated)
  0.6%, -21.4%, 1.4%, -5.4%, i, 0.7%, 7.4%, -0.3%, -1.1%
O=C1NC(=O)C(c2ccccc2)(c2ccccn2)N1 (configuration not stated)
  -0.1%, 2.7%, -15.8%, 4.7%, i, -1.4%, 4.2%, 0.8%, -3.3%
O=C(NC1CCS(=O)(=O)C1)c1cccc(S(=O)(=O)N2CCCC2)c1 (configuration not stated)
  2.9%, -2.1%, -1.6%, -11.4%, i, 0.4%, 13.3%, -5.4%, -6.8%
COc1ccc(CCNC(=O)c2ccco2)cc1OC
  -0.6%, 9.4%, -4.2%, -17.4%, i, 3.8%, -7.6%, -4.8%, ?
CC1CN(Cc2ccccc2)c2nc3c(c(=O)n(CC(N)=O)c(=O)n3C)n2C1 (configuration not stated)
  -0.5%, 1.8%, -6.5%, -10.6%, i, 12.8%, /, 11.8%, -13.0%
COc1cc(-c2nnc(SCC(=O)N(C)C3CCS(=O)(=O)C3)o2)cc(OC)c1OC (configuration not stated)
  -0.4%, -17.9%, 1.5%, 4.1%, i, 3.3%, 12.7%, 2.6%, -1.5%
CC(=O)Nc1sc2c(c1CN1CCN(c3ccc(F)cc3)CC1)CCCC2
  0.4%, -18.0%, 28.9%, -31.1%, i, -16.7%, -2.9%, -8.7%, 1.6%
CCOC(=O)C1(Cc2cccc(OC)c2)CCCN(Cc2c(C)nn(C(C)C)c2C)C1 (configuration not stated)
  0.2%, -9.9%, 9.4%, -25.4%, i, 14.4%, /, 7.0%, 3.5%
CCOC(=O)C1CCN(c2nc3ccccc3nc2C(C#N)C(=O)OC(C)C)CC1 (configuration not stated)
  0.0%, 3.9%, -2.4%, -2.2%, i, -2.2%, -11.1%, -27.2%, -1.5%
COc1ncnc2c1NC(=O)CS2
  -0.6%, /, -2.3%, 2.7%, i, -3.2%, 6.3%, 1.7%, 17.7%
Cc1cc(C)c(NC(=O)Cn2c(=O)n(CC(=O)NCCc3ccccc3)c(=O)c3ccccc32)c(C)c1
  -1.0%, 11.1%, /, 0.6%, i, 1.5%, -3.1%, /, 5.1%
COc1cc(C2C(C#N)=C(C)NC3=C2C(=O)CC(C)(C)C3)ccc1OCCO (configuration not stated)
  -1.4%, 5.1%, 0.4%, -6.2%, i, -7.2%, -7.8%, -1.6%, ?
CC(C)c1ccc(C2N3CC4(C)CN2CC(c2ccccc2)(C3)C4=O)cc1 (configuration not stated)
  -1.0%, 9.2%, /, -3.7%, i, 23.7%, 14.0%, /, 0.6%
CCOC(=O)c1oc2ccc3c(c2c1C)C(=O)CC1(CCN(C(=O)OCC)CC1)O3
  0.1%, 14.4%, 4.4%, 2.6%, i, 1.1%, -27.7%, 8.1%, 4.3%
CC1CCCC(NC(=O)COC(=O)COc2ccc(C#N)cc2)C1C (configuration not stated)
  -0.5%, 3.9%, 0.0%, 9.0%, i, -2.1%, -1.7%, 1.9%, 17.0%
N/C(Cc1ccc([N+](=O)[O-])cc1)=N\OC(=O)c1ccc(Br)o1
  2.1%, -4.2%, -4.4%, -31.8%, i, 1.5%, -4.0%, 2.1%, -2.5%
O=C(CN1C(=O)C2C3CCC(C3)C2C1=O)OCC(=O)c1ccc(Br)cc1 (configuration not stated)
  -0.1%, 22.7%, 5.1%, -8.8%, i, 2.0%, -15.3%, 1.7%, 0.8%
CCN1C(=O)C(O)(CC(=O)c2ccc3c(c2)OCCO3)c2ccccc21 (configuration not stated)
  0.3%, 8.0%, 0.4%, 3.3%, i, -0.9%, 9.1%, -2.5%, -4.8%
C=CCN1CN(Cc2ccco2)CNC1=S
  -0.9%, -1.3%, -0.2%, -10.0%, i, 2.8%, ?, -1.0%, -3.6%
CCOC(=O)c1c(-c2ccc(C)cc2)csc1NC(=O)C1CC=CCC1C(=O)O (configuration not stated)
  0.1%, /, ?, -2.9%, ?, 3.6%, 4.2%, -12.4%, 4.7%
O=C(c1ccc(C(F)(F)F)cc1)N1CCC(=O)N(C(COCc2ccc(Cl)cc2)Cc2ccccc2)CC1 (configuration not stated)
  -2.4%, ?, ?, 7.3%, ?, -6.4%, ?, -15.9%, ?
CN(C)Cc1c(C(=O)N/N=C/c2cccc(OCc3ccc(F)cc3)c2)nnn1-c1nonc1N
  0.0%, -13.8%, -4.9%, -25.3%, i, -1.7%, -12.4%, 0.4%, -20.4%
Cc1nnc(SCSc2nnc(C)s2)s1
  -0.1%, 15.3%, -2.7%, 18.2%, i, 0.3%, 7.2%, 14.9%[57.1 µM], 8.7%
O=C(/C=C/c1cn(-c2ccccc2)nc1-c1cccnc1)N1CCCCC1
  5.2%, -26.5%, -2.5%, -35.5%, ?, -0.4%, -0.9%, 1.6%, -28.5%
CCN(CC)CCCNC(=O)CSc1nc2nc(C)c(Cc3ccccc3C)c(C)n2n1
  2.9%, 6.1%[9.27 µM], /, -6.0%, ?, -7.5%, -7.0%, /, ?
Cc1cccc(N(C(=O)c2snc(C(N)=O)c2N)C(C(=O)NCC2CCCO2)c2ccc(N(C)C)cc2)c1 (configuration not stated)
  -0.4%, -5.0%, 25.0%, 1.6%, i, -1.2%, -2.7%, -20.9%, -0.4%
COc1c2ccc(OCC/C(C)=C/C(=O)C=C(C)C)cc2nc2occc12
  11.5%, 22.5%, 8.8%, -24.7%, i, 6.0%, 0.3%, 19.8%, ?
CC(=O)NNC(=O)C(O)(c1ccccc1)c1ccccc1
  -0.7%, 2.7%, -1.3%, 8.7%, i, 1.4%, 6.7%, -0.1%, -0.7%
c1ccc(-n2ncc3c2ncn2nnnc32)cc1
  0.5%, 9.7%, 15.3%, -1.4%, i, -4.9%, 5.5%, -1.2%, 1.2%
c1ccc(NCc2cccc3ccccc23)nc1
  11.1%, 0.8%, 0.4%, -27.4%, i, 1.6%, -9.8%, ?, -8.7%
Cc1ccc2c(=O)cc(CSCC(=O)Nc3nnc(C)s3)[nH]c2c1
  2.4%, /, /, -36.0%, i, 11.6%, 11.4%, /, -6.7%
Clc1ccc(CNCC2CCCO2)c(Cl)c1 (configuration not stated)
  0.3%, -17.4%, -0.3%, -11.1%, i, 0.7%, -22.0%, -10.5%, 19.8%
CCCC(=O)c1ccc(N2CCN(C(=O)c3ccccc3Br)CC2)c(F)c1
  3.0%, ?, ?, -23.0%, i, -15.4%, -15.6%, -7.2%, -4.8%
N#CC1=C(N)OC2=C(C(=O)CCC2)C1c1cccs1 (configuration not stated)
  4.0%, -6.7%, 13.5%, 0.8%, i, -4.9%, -22.8%[11.3 µM], 0.9%, 4.3%
Cc1noc(C)c1C(=O)N1CCC1(C)C(=O)NS(=O)(=O)c1ccc(Br)cc1 (configuration not stated)
  0.6%[9.22 µM], /, /, 2.6%, i, /, 7.4%, -3.9%, 10.5%
CCCC(=O)NC(Nc1cccc(C(F)(F)F)c1)C(Cl)(Cl)Cl (configuration not stated)
  0.1%, ?, -3.4%, -33.0%, i, -1.4%, -7.4%, -3.8%, ?
Cn1cc(-c2csc(C(C)(O)c3cccc(F)c3)n2)cn1 (configuration not stated)
  -0.7%, /, /, -14.1%, i, /, -1.7%, 23.9%, 5.0%
Cc1cc(N2CCN(C)CC2)nc2ccc(NC(=S)NCCC(C)C)cc12
  13.0%, 3.1%, ?, -45.5%, ?, -6.0%, /, -9.7%, -28.2%
COC(=O)C1=C(C)NC(C)=C(C(=O)OC)C1c1ccc(NC(C)=O)cc1
  2.9%, 4.6%, 5.1%, -58.0%, i, 2.8%, 1.8%, 1.5%, -1.2%

The listing continues.
canonical_smiles | Nrf2 activator | Nrf2 block | MCF10A rerep | HepG2 viability | ATXN viability | A549 viability | ATXN2 expr inh | EPAC2 antag | TGFb SMAD3 inh
Cc1c(Cl)cccc1NC(=S)N1CCN(Cc2ccc3c(c2)OCO3)CC1 | 0.1% | ? | 1.4% | 9.1% | i | -4.3% | -22.0%[11.3 µM] | 3.6% | -12.3%
Cc1ccc(C)c(Cn2cnc3c(nnn3-c3ccc(F)cc3)c2=O)c1 | -0.1% | ? | ? | 0.4% | i | -26.4% | -2.5% | -3.0% | -4.2%
CC1(C)CC(=O)c2sc(NC(=O)c3cccs3)nc2C1 | 0.4% | 14.6µM* | 16.6% | -53.1% | i | -19.3% | ? | -2.3% | -11.9%
C=CCN(c1ccccc1)S(=O)(=O)c1cccc(C(=O)NCC(c2cccs2)N2CCOCC2)c1 (configuration not stated) | 1.9% | ? | 18.7% | -22.1% | i | -6.3% | -10.2% | ? | 0.0%
COc1ccc(S(=O)(=O)N(C)C)cc1NC(=O)CSc1nc(N)cc(N)n1 | 1.8% | -6.7% | -7.5% | 16.0% | i | 1.2% | 10.9% | 0.8% | 5.8%
CC(OC(=O)c1ccc2c(c1)OCCO2)C(=O)NC1CCCCC1C (configuration not stated) | 2.0% | 18.4µM* | -0.2% | -3.8% | i | -16.3% | -10.0% | -1.6% | 2.1%

These rows are one share of the data (hit frequency here may not be typical).
